# Screening data (PubChem BioAssay)
# ERAP1 HTS inh: human ERAP1 aminopeptidase inhibitors, primary screen, biochemical, single point, plate reader. Endoplasmic reticulum aminopeptidase 1 (Homo sapiens), Q9NZ08. recombinant ERAP1, Leu-AMC fluorescence, 60 min. inhibition, % at 10.7 µM. actives 0.15% (n = 340,000). AID 652197, 2013;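 active = mean replicate inhibition of at least 30%, or all replicates individually reaching that 30% level; inactive = mean below 30% and not every replicate reaching it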;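 also: 0% = neutral control wells and 100% = L-leucinethiol positive control wells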
# E-selectin induc: E-selectin induction in HUVECs, primary screen, imaging, HUVEC, immunofluorescence imaging, single point | P16581 | normalized: neutral wells 0, TNF-alpha wells 100 | activation, % at 7.58 µM | actives 0.37% (n = 260,000) | AID 686992, 2013;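 active = mean E-selectin-positive cell signal at least 10% of the positive control, reached in at least 60% of replicates, without over 20% cell loss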;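 also: in these data hits start at about 27%; measured in HUVEC primary endothelial cells; signal is the percent of cells scored E-selectin positive by PE staining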
# Target sequence (P16581 whole entry, looked up): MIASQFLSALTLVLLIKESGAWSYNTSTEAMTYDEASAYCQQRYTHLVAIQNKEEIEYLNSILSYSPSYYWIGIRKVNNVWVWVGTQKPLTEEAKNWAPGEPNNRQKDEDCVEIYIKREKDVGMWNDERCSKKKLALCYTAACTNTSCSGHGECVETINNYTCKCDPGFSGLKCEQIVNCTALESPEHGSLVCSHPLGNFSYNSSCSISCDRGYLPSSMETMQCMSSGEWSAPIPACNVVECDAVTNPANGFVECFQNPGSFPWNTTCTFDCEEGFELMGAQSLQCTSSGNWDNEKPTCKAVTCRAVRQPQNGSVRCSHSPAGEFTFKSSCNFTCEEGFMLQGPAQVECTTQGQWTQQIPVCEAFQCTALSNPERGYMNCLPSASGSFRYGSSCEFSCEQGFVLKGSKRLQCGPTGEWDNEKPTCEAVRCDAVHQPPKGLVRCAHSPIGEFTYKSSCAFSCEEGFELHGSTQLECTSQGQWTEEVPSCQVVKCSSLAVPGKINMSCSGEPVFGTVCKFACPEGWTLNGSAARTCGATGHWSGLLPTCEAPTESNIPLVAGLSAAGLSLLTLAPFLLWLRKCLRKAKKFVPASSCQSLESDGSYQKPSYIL
#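 Test system – human umbilical vein endothelial cells (HUVEC), E-selectin induction · Input – 3,000 HUVEC seeded per well · Buffer or medium – EGM-2, gelatin · Compound dosing – single-point compound dose · Detection – immunofluorescence imaging · Measure – percent E-selectin-positive cells · Controls – TNF-alpha high, DMSO low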
# RAD52 inh: RAD52 DNA annealing inhibitors, primary screen, biochemical, FRET, single point, set 2 | recombinant RAD52 DNA annealing, FRET fluorescence | actives 0.46% (n = 360,000) | DNA repair protein RAD52 homolog (Homo sapiens), P43351 | inhibition, % at 18.7 µM;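 active = every replicate showing at least 50% inhibition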
# Target sequence (P43351 whole entry, looked up): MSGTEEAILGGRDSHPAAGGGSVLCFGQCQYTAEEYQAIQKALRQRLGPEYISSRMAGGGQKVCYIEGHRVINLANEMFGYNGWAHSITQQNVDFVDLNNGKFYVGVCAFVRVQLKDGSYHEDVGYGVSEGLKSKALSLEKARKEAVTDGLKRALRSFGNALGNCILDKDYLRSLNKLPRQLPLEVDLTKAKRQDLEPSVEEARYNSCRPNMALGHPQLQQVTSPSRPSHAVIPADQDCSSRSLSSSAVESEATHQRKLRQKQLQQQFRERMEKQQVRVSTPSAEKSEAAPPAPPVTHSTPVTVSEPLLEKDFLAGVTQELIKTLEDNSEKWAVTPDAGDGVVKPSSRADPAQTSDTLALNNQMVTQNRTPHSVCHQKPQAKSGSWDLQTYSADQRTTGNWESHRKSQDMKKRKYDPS
# PGC1a acetyl inh: inhibitors of PGC1a acetylation signal, primary screen, cell-based, U2OS, AlphaScreen, inhibitor mode. inhibition, % at 15.6 µM. actives 0.17% (n = 350,000). AlphaScreen anti-acetyl-lysine; with virally co-expressed GCN5 acetyltransferase;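 active = every replicate shows inhibition of at least 40%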;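 also: 0% = neutral control wells and 100% = positive control wells; some results beyond the cut were filed as inactive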
# Cneo AK release: Cryptococcus neoformans cell lysis inducers, primary screen, AK release luminescence, single concentration | C. neoformans lysis, adenylate kinase release luminescence, 4 h; normalised: neutral wells 0, clomiphene wells 100 | lysis activity, % at 15 µM | AID 651654, 2012 | actives 0.2% (n = 360,000);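 active = mean lysis activity across replicates of at least 80%, whatever share of replicates individually reach that level; inactive = mean lysis activity below 80%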
#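 Material – Cryptococcus neoformans yeast cells · Quantity – 5 × 10^6 yeast cells/mL · Buffer or medium – YPD medium · Compound – single dose · Timing – 4 h static compound exposure, 37 °C, read 1 h post-reagent · Signal – adenylate kinase release luminescence · Read-out basis – lysis from increased AK signal · Benchmarks – Clomiphene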
# miR122 inh: miR-122 Renilla sensor signal increase in Huh7, primary screen, miR-122 inhibitor project, cell-based, single point, plate reader. Huh7 miR-122 Renilla luciferase sensor, 48 h; neutral wells = 0, positive control = 100. actives 0.3% (n = 340,000). activation (reporter increase), % at 12.5 µM. AID 602342, 2012;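 active = mean replicate activation score at least 90 and every replicate individually at or above 90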;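 also: higher luciferase means less miR-122 activity so hits act as miR-122 inhibitors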
# RAD54 inh: inhibitors of human RAD54 branch migration, primary screen, biochemical, fluorescence, single point; actives 0.14% (n = 360,000); inhibition, % at 10.4 µM; AID 602329, 2012; RAD54 Holliday junction branch migration, FAM/BHQ fluorescence;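 active = mean normalized replicate activity at least 40 and at least half of replicates scoring 40 or more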;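 also: 0% = median of neutral control wells and 100% = median of positive control wells; inhibitors cause a drop in the FAM fluorescence signal; in these data hits start at about 50%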
# PglD DTNB: C. jejuni PglD acetyltransferase inhibitors, primary screen, biochemical, DTNB colorimetric, single point | UDP-N-acetylbacillosamine N-acetyltransferase PglD (Campylobacter jejuni) | AID 602405, 2012 | purified PglD enzyme, DTNB colorimetric CoA detection | actives 0.098% (n = 360,000) | inhibition, % at 12.5 µM; in the data active = inhibition above about 16%, passing the limit was not always enough; also: strong numbers were not always called active
# * hit, by the source's call; / = no result given; & = joins results of further samples; [ ] = remark or other dose.
no.	structure	ERAP1 HTS inh	E-selectin induc	RAD52 inh	PGC1a acetyl inh	Cneo AK release	miR122 inh	RAD54 inh	PglD DTNB
1	C=CC1c2cc(O)c(OC)cc2CCN1Cc1sc2ccccc2c1Cl (stereo not drawn)	2	/	-5	/	0	/	6	3
2	O=C(Nc1ccc(OC(F)F)cc1)c1ncc(Cl)c(Cl)c1Cl	-1	7.7	4	-13	/	/	/	/
3	CCCC(=O)Nc1ccc2c(c1)C(=O)N(C)[C@H]1CC[C@H](CC(=O)NCCOC)O[C@@H]1CO2	/	0.1	/	-2	-6	0[16.7 µM]	-4	-1
4	CC1C(=O)N2CCCc3cc(NC(=O)c4ccccc4F)cc1c32 (stereo not drawn)	1	/	2	/	-2	/	-2	2
5	Cc1ccc2c(c1)c(C)cc[n+]2Cc1ccccc1	/	/	/	2	4	3	-12	-2
6	O=Cc1c(NCc2ccccc2Cl)c2ccccc2[nH]c1=O	/	0.1	-7	9	-11	3	3	6
7	CCOC(=O)c1nn(-c2ccccc2)c(C(=O)OCC)c1N	5	/	0	-10	-2	2	-14	-2
8	COc1ccc(Cl)cc1Nc1nc(C)cc(=O)[nH]1	/	/	/	0	3	7	9	/
9	Cc1ccc2nc3n(c(=O)c2c1)CCC3	-4	/	-2	2	-1	/	-7	-3
10	COCCN(C(=O)COC(=O)/C=C/c1ccc(OC)c(OC)c1)c1c(N)n(Cc2ccccc2)c(=O)[nH]c1=O	-1	-0.7	-1	0	0	-2	9	-6
11	Cc1ccc(C(=O)N2[C@@H]3CN(C)C(=O)[C@@]2(Cc2ccccc2)[C@H]2C(=O)N(Cc4ccccc4)C(=O)[C@@H]32)cc1	1	-0.2	-16	/	1	4	-1	-2
12	N#Cc1cccc(NC(=O)CCNC(=O)c2ccccc2Cl)c1	0	15	-17	1	1	-6	-3	/

# Record cards, from the list above. Order of values: ERAP1 HTS inh, E-selectin induc, RAD52 inh, PGC1a acetyl inh, Cneo AK release, miR122 inh, RAD54 inh, PglD DTNB
# O=C(Nc1ccc(OC(F)F)cc1)c1ncc(Cl)c(Cl)c1Cl is listed with -1, 7.7, 4, -13, /, /, /, /
# CCCC(=O)Nc1ccc2c(c1)C(=O)N(C)[C@H]1CC[C@H](CC(=O)NCCOC)O[C@@H]1CO2 is listed with /, 0.1, /, -2, -6, 0[16.7 µM], -4, -1

# Shown with values under each structure: part of the list above
# Sequence of screens: ERAP1 HTS inh	E-selectin induc	RAD52 inh	PGC1a acetyl inh	Cneo AK release	miR122 inh	RAD54 inh	PglD DTNB
12. N#Cc1cccc(NC(=O)CCNC(=O)c2ccccc2Cl)c1
 : 0	15	-17	1	1	-6	-3	/
4. CC1C(=O)N2CCCc3cc(NC(=O)c4ccccc4F)cc1c32 (stereo not drawn)
 : 1	/	2	/	-2	/	-2	2
5. Cc1ccc2c(c1)c(C)cc[n+]2Cc1ccccc1
 : /	/	/	2	4	3	-12	-2
3. CCCC(=O)Nc1ccc2c(c1)C(=O)N(C)[C@H]1CC[C@H](CC(=O)NCCOC)O[C@@H]1CO2
 : /	0.1	/	-2	-6	0[16.7 µM]	-4	-1
7. CCOC(=O)c1nn(-c2ccccc2)c(C(=O)OCC)c1N
 : 5	/	0	-10	-2	2	-14	-2
8. COc1ccc(Cl)cc1Nc1nc(C)cc(=O)[nH]1
 : /	/	/	0	3	7	9	/

# (continued)
no.	structure	ERAP1 HTS inh	E-selectin induc	RAD52 inh	PGC1a acetyl inh	Cneo AK release	miR122 inh	RAD54 inh	PglD DTNB
13	COCC1CCN(C(=O)c2cc(COc3ccc4c(c3)CCCC4)on2)C1 (stereo not drawn)	1	-0.2	-47	/	11	/	-8	1
14	COCCNC(=O)C1(C)CCN(C(=O)c2cccnc2Oc2ccccc2)C1 (stereo not drawn)	-3	-0.1	-14	11	0	/	-6	-1
15	Cc1ccc(NC(=O)CSc2nc(O)c(Cc3ccccc3)c(=O)n2-c2ccccc2)cc1	-3	-0.2	-20	/	3	/	11	-2
16	Cc1ccc(-c2nc3ccc(C)cn3c2Cc2ccccc2C(F)(F)F)cc1	3	0.2	-30	6	5	30	-1	0
17	Cc1cccc(-n2ncc3c(NCCCO)ncnc32)c1	4	5.1	-1	12	-10	-3	-3	2
18	Cc1ccc(/C=C/C(=O)NCC2COc3ccccc3O2)o1 (stereo not drawn)	3	0.4	-40	14	/	-3	/	/
19	Cc1ccccc1C(=O)N1N=C(c2ccc(NS(C)(=O)=O)cc2)CC1c1cccs1 (stereo not drawn)	3	/	-18	5	0	-13	0	-2
20	COc1ccc(C(=O)CSc2nnc(CNc3nc(-c4ccccc4)cs3)n2C)cc1	/	/	/	-5	-3	-2	-7	-6
21	Cc1ccc(-n2cnc3cc(NCc4cccs4)ccc32)cc1	/	/	/	14	6	27	4	12
22	Cc1ccc(C2CCN(C(=S)NC3CCCCC3)C2)cc1 (stereo not drawn)	-3	8.7	-13	10	119*	2	6	0
23	CCOc1ccc(C(C(=O)NCC2CCCO2)N(C(=O)c2snc(C(N)=O)c2N)c2ccccc2F)cc1 (stereo not drawn)	-8	0.1	4	/	0	/	-6	-1
24	CN(C)C(=O)C[C@H]1CC[C@H](NC(=O)Nc2cccc(F)c2)[C@@H](CO)O1	1	-0.4	-4	1	0	/	2	1

# Ordered by value in miR122 inh (highest first): 6 from the list above.
nr	structure	miR122 inh
16	Cc1ccc(-c2nc3ccc(C)cn3c2Cc2ccccc2C(F)(F)F)cc1	30
22	Cc1ccc(C2CCN(C(=S)NC3CCCCC3)C2)cc1 (stereo not drawn)	2
20	COc1ccc(C(=O)CSc2nnc(CNc3nc(-c4ccccc4)cs3)n2C)cc1	-2
17	Cc1cccc(-n2ncc3c(NCCCO)ncnc32)c1	-3
12	N#Cc1cccc(NC(=O)CCNC(=O)c2ccccc2Cl)c1	-6
19	Cc1ccccc1C(=O)N1N=C(c2ccc(NS(C)(=O)=O)cc2)CC1c1cccs1 (stereo not drawn)	-13

# Further structures follow.
no.	structure	ERAP1 HTS inh	E-selectin induc	RAD52 inh	PGC1a acetyl inh	Cneo AK release	miR122 inh	RAD54 inh	PglD DTNB
25	Cc1ccnc(NC(=O)c2cccc(S(=O)(=O)N3CCCc4ccccc43)c2)c1	-4	/	-20	1	-1	1	1	9
26	CCCC(=O)Nc1ccc2c(c1)C(=O)N(C)C[C@@H](OC)[C@@H](C)CN(C)[C@@H](C)CO2	-5	-0.3	-10	6	-3	-18[16.7 µM]	-1	0
27	Cc1nnc(SCC(=O)NC(=O)NCc2ccco2)n1Cc1ccccc1	/	/	/	0	2	-9	11	7
28	C[C@H](CO)N1C[C@H](C)[C@@H](CN(C)C)Oc2c(NS(=O)(=O)c3ccc(F)cc3)cccc2C1=O	2&0	0.1&-0.2	-1&-3	1	-1&-1	7[16.7 µM]	-1&-5	3&-3
29	O=C(C[C@@H]1CC[C@H](NC(=O)CC2CC2)[C@H](CO)O1)NCc1ccc(-c2ccccc2)cc1	-1	0.0	2	0	3	/	5	-2
30	Cc1ccc(C(=O)N=c2sccn2C)cc1C	3	0.3	-4	-10	-6	13	-1	3
31	COc1ccc(-c2cnc3c(c2)C(=O)N([C@@H](C)CO)C[C@H](C)[C@@H](CN(C)C(=O)C2CCC2)O3)cc1	1	-1.8	-4	0	0	5[16.7 µM]	-8	0
32	CN(C)CCCNC(=O)C[C@H]1CC[C@H]2[C@H](COc3ccc(NC(=O)c4ccccc4F)cc3C(=O)N2C)O1	-2	0.1	12	6	-3	-17[16.7 µM]	-1	0
33	O=C(N/N=C/c1ccccc1C(=O)O)c1cccc(S(=O)(=O)N2CCOCC2)c1	-4	/	-4	/	3	/	-6	-4
34	CC(C)NC(=O)N(C)C[C@H]1Oc2ccc(NC(=O)NC3CCCCC3)cc2C(=O)N([C@H](C)CO)C[C@@H]1C	4&2	0.0&-3.2	-11&5	-8	5&0	-8	11&3	1&-3
35	O=Cc1ccc(OCC(=O)NC(=O)NC2CCCCC2)cc1	/	/	/	-13	-1	3	15	-1
36	COC(=O)COc1ccc2c(=O)c(-c3ccccc3)coc2c1	-2	-0.2	-2	-9	0	-2	2	7
37	COc1ccc(NC(=O)CSc2nnc(C3CC3)n2N)cc1	/	/	/	10	5	-1	-24	-5
38	NS(=O)(=O)c1cccc(NC(=O)CC23CC4CC(C2)CC(CC(=O)Nc2cccc(S(N)(=O)=O)c2)(C4)C3)c1	-3	0.3	-5	-12	2	-2	0	-2
39	Cc1onc(-c2c(Cl)cccc2Cl)c1C(=O)OCC(=O)c1ccccc1	-2	0.2	1	4	1	33	2	3
40	Cn1c(SCc2ccc([N+](=O)[O-])cc2)nnc1-c1ccncc1	1	-0.2	-14	-5	-1	-13	-4	1
41	C[C@H](NC(=O)C[C@@H]1CC[C@@H]2[C@H](COc3ccc(NS(=O)(=O)c4ccc(Cl)cc4)cc3C(=O)N2C)O1)c1ccccc1	-1	-0.3	10	0	3	-10[16.7 µM]	2	-2
42	C/C(=N\Nc1cccc(C(=O)O)c1)c1cc2ccccc2o1	-2	-0.1	-14	-5	-6	2	-10	-4
43	Cc1ccc(C2(C)NC(=O)N(CC(=O)NC(=O)NCCC(C)C)C2=O)cc1 (stereo not drawn)	/	/	/	/	0	4	-13	6
44	Cc1cc2[nH]c(=O)c(=O)[nH]c2cc1S(=O)(=O)N1CCN(c2ccccc2)CC1	/	0.1	-27	9	1	3	-1	1
45	COCC(=O)Nc1ccc2c(c1)[C@@H]1C[C@@H](CC(=O)N3CCN(C)CC3)O[C@H](CO)[C@@H]1O2	/	-0.3	/	0	-2	-1[16.7 µM]	8	10
46	COC(=O)c1sc(S(=O)(=O)N2CCN(CCO)CC2)c(C(=O)OC)c1C	-2	-2.8	-6	-3	1	0	8	-2
47	CCOC(=O)CCC(=O)Nc1ccc([N+](=O)[O-])cc1C	4	/	-12	7	/	0	/	/
48	O=C1CSC(=S)N1	-2	1.0	-12	-8	0	-4	-4	1
49	C[C@H]1CN([C@@H](C)CO)C(=O)c2cc(NS(C)(=O)=O)ccc2O[C@@H]1CN(C)CC1CCCCC1	2	0.0	0	-11	-5	3[16.7 µM]	-12	5
50	COc1ccc(C(=O)OCC(=O)c2ccc[nH]2)cc1	-1	/	-13	-5	0	9	6	3
